RXFP1 ag – qHTS Assay for Agonists of the Relaxin Receptor RXFP1 | Relaxin receptor 1 (Homo sapiens), Q9HBX9 | HEK293T-RXFP1 cAMP TR-FRET, 30 min; response scale: percent of porcine relaxin response, buffer zero | Potency, µM (top dose mostly 57.5 µM), for inactives: at the top dose activation, actives largely listed as activators | hit rate 0.3% among 370,000 | AID 2676, 2010; note: potency is the fitted concentration of half-maximal effect; % is set by controls: 0 for no effect and ±100 for the full control effect; nearly all actives have a fitted effect of over 60% in size; many of its hits are not listed in these tables
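HEK293 cells stably expressing RXFP1, treated 30 min at 37C with compounds plus PDE4 inhibitor Ro 20174; cAMP measured by HTRF TR-FRET. Normalized to buffer and 29 nM porcine relaxin; EC50 by Hill fit.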
PI4K2A block – qHTS for small molecular inhibitors of PI4K2A. Phosphatidylinositol 4-kinase type 2-alpha (Homo sapiens), Q9BTU6. purified PI4K2A, ADP-Glo luminescence, 1 h; active compounds read low. activity change, negative = inhibition, % at 76.9 µM. hit rate 0.13% among 420,000. AID 1346378, 2018; in the data active = activity change below about -50%; inconclusive = mostly about -30% to -49%;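 note: -100% = wells without enzyme as full effect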
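In this quantitative HTS, ADP production by PI4K2A was quantified luminescently after 1 h at ambient temperature; 100 microM adenosine served as plate-quality control.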
USP1 inh – Inhibitors of USP1/UAF1: Primary Screen. Ubiquitin carboxyl-terminal hydrolase 1 (Homo sapiens), O94782. recombinant USP1/UAF1, Ub-Rhodamine cleavage fluorescence. Potency, µM (titrated, usually from 57.1 µM), inactives show top-dose activity change, negative = inhibition, actives largely listed as inhibitors. hit rate 0.23% among 390,000; note: potency is the fitted concentration of half-maximal effect; % is set by controls: 0 for no effect and ±100 for the full control effect; nearly all actives have a fitted effect of over 60% in size; inactives centre near -12
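1 nM enzyme complex + cpd, 15 min RT; start with Ub-Rho 150nM final; kinetic fluorescence ex 480/em 540, 6 reads q60 s. Buffer 50mM HEPES pH 7.8, 0.5mM EDTA, 0.1 mg/ml BSA, 1mM TCEP, 0.01% Tween-20.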
mIDH1 inhibitor – qHTS for Inhibitors of mutant isocitrate dehydrogenase 1 (IDH1): qHTS; Isocitrate dehydrogenase [NADP] cytoplasmic (Homo sapiens), O75874; IDH1-R132H enzyme, NADPH consumption, diaphorase/resazurin fluorescence; Potency, µM (series often up to 76.6 µM), for the others: at the top dose activity change, negative = inhibition, actives largely listed as inhibitors; hit rate 0.093% among 390,000; AID 602179, 2012; note: potency is the fitted concentration of half-maximal effect; % is set by controls: 0 for no effect and ±100 for the full control effect; nearly all actives have a fitted effect of over 65% in size
Target sequence (O75874 whole entry R132H, stated change not applied): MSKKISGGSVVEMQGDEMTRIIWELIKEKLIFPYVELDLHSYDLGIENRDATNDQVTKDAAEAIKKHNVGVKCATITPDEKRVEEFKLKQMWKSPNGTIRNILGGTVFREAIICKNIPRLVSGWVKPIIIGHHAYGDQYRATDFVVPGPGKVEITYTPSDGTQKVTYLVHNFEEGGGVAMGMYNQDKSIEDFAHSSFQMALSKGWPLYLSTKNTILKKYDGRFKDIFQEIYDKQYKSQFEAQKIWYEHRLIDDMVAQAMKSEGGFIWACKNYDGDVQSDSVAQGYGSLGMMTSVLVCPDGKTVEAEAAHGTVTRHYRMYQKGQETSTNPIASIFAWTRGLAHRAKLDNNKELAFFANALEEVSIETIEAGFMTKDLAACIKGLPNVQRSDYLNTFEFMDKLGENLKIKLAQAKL
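IDH1-R132H (0.5 ug/mL) preincubated 30 min with compound, then NADPH (0.016 mM) and alpha-KG (2 mM) added; 80 min at RT, pH 7.5. Remaining NADPH coupled via diaphorase/resazurin to fluorescence (540/590 nm); concentration-response curves normalized to no-enzyme control.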
TrxR1 substrate – qHTS Assay for Substrates of Mammalian Selenoprotein Thioredoxin Reductase 1 (TrxR1): qHTS; Thioredoxin reductase 1, cytoplasmic (Rattus norvegicus), O89049; purified TrxR1 substrate turnover, NADPH consumption readout; Potency, µM (series often up to 114 µM), for inactives: at the top dose activity change, negative = substrate turnover; hit rate 0.01% among 390,000; note: potency is the fitted concentration of half-maximal effect; % is set by controls: 0 for no effect and ±100 for the full control effect; nearly all actives have a fitted effect of over 50% in size
Target sequence (O89049 whole entry, looked up): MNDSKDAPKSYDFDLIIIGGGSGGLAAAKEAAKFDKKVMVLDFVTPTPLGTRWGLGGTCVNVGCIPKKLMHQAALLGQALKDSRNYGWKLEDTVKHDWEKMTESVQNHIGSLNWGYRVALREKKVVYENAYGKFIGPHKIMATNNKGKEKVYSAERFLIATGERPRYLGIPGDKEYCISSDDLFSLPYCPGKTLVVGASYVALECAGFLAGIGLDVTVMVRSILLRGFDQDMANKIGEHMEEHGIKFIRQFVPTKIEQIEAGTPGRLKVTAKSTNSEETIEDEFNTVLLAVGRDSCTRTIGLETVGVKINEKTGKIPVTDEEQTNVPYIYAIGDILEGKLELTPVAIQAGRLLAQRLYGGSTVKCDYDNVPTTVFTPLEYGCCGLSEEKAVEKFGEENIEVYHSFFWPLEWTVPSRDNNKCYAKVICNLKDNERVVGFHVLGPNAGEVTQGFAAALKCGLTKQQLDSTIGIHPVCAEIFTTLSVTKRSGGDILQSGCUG
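Rat TrxR1, dispensed at 90 nM, was prereduced with 400 uM NADPH (final) for 5 min at ~22 deg C, then incubated with compound 15 min before 400 uM selenite. A first-read NADPH fluorescence drop versus no-compound background flagged substrates.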
Vif-APOBEC3F blk – qHTS for Inhibitors of Vif-A3F Interactions: qHTS. HeLa A3F-eYFP + Vif (tagged APOBEC3F with the HIV-1 protein that degrades it), YFP fluorescence increase. Potency, µM (series often up to 46.1 µM), without a hit: top-dose activity, negative = active. hit rate 0.2% among 390,000. AID 602313, 2012; note: potency is the fitted concentration of half-maximal effect; % of control where 0% means no effect; nearly all actives have a fitted effect of over 65% in size
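Fluorescence increase (Ex 488/Em 500-530) after overnight compound treatment at 37 deg C flags inhibition of Vif-driven A3F-eYFP loss in stable HeLa A3F-eYFP/Vif cells seeded overnight beforehand.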
LDHA block – qHTS assay for inhibitors of human lactate dehydrogenase; L-lactate dehydrogenase A chain (Homo sapiens), P00338; purified LDHA, NADH/diaphorase-resazurin fluorescence; active compounds read low; activity change, % (values are at about 110 or 230 µM); hit rate 0.15% among 480,000; AID 1347041, 2019; in the data active = activity change below about -30%; inconclusive = mostly about -25% to -30%;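 note: plate controls were DMSO wells for no effect and wells without enzyme for full effect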
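Remaining NADH was detected by diaphorase (0.133 mg/mL) converting 37 µM resazurin to fluorescent resorufin, read at 0 and 20 minutes. The preceding 5-minute room-temperature reaction used 2 nM LDHA, 0.2 mM sodium pyruvate and 0.06 mM NADH at pH 7.4.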
GRP78 ERSR act – qHTS for Inducers of the Endoplasmic Reticulum Stress Response (ERSR) in Human Glioma: qHTS; U87-MG GRP78 promoter luciferase reporter, 16 h; Potency, µM, for inactives: at the highest dose activation, most hits filed as activators; hit rate 0.02% among 420,000; AID 602332, 2012; note: potency is the fitted concentration of half-maximal effect; series mostly up to about 76 µM; % of control where 0% means no effect; nearly all actives have a fitted effect of over 35% in size
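Stably transfected U87-MG glioma cells carrying a GRP78-based luciferase sensor; 16 h compound incubation. Luminescence end-point read 10 min after Bright-Glo addition at room temperature.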
Vif-A3G inh – qHTS for Inhibitors of Vif-A3G Interactions: qHTS. Potency, µM (top dose mostly 46.1 µM), for inactives: at the top dose activity, negative = active, usual class: inhibitors. HeLa A3G-eYFP + Vif (tagged APOBEC3G with the HIV-1 protein that degrades it), YFP fluorescence, overnight. hit rate 0.076% among 410,000. DNA dC->dU-editing enzyme APOBEC-3G (Homo sapiens), Q9HC16;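 note: potency is the fitted concentration of half-maximal effect; % is set by controls: 0 for no effect and ±100 for the full control effect; nearly all actives have a fitted effect of over 60% in size; hits raise eYFP signal because A3G escapes Vif-driven loss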
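Read-out is eYFP fluorescence (Ex 488/Em 500-530) from Vif-expressing HeLa A3G-eYFP cells; more signal means A3G escaped Vif-mediated degradation. Cells plated overnight, compound pinned in, incubated overnight at 37 deg C.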
Active calls of the source: *; ? = inconclusive; . = no result given; & = joins results of further samples; [ ] = dose if it differs, or a comment. Unless noted, calls come from the whole dose curve; as a rule, active = well fitted curve in the direction sought with a large enough effect; inconclusive = small, poorly fitted or top-dose-only effect, or another doubt; inactive = no such curve, though single readings can be large; an effect the other way counts as inactive or inconclusive. These rows are one share of the data. The share of hits here may be higher or lower than overall.

Second line of a record – RXFP1 ag, PI4K2A block, USP1 inh, mIDH1 inhibitor, TrxR1 substrate, Vif-APOBEC3F blk, LDHA block, GRP78 ERSR act, Vif-A3G inh
> COc1ccccc1N1CCN(CCCCN2C(=O)c3ccccc3C2=O)CC1
 : ., -2&-3, -20%, 15%, 9%[57.1 µM], -6%, -15, 0%&-3%&-5%&-2%, 2%
> O=C(O)CN=C1CC(c2ccccc2)CC(=O)/C1=C(/O)CCCN1C(=O)c2ccccc2C1=O (centres undefined)
 : 1.3%, 0, -24%, -4%, 1%[57.1 µM], 3%, 1, -3%, 3%
> O=C(Cn1ccc2ccccc2c1=O)NCCC(=O)NC1CCN(Cc2ccccc2)CC1
 : -0.6%, -7, -3%, 5%, 4%, ., -5, -4%, 3%
> CCCn1nc(NS(=O)(=O)c2cccc3nonc23)c2cc3ccccc3nc21
 : -0.7%, -2, -8%, -17%, -8%, -6%, -19, -1%, -9%
> CN(CC(=O)NCC1CCCO1)S(=O)(=O)c1cc(Cl)ccc1Cl (centres undefined)
 : 1.0%, 1, -12%, 10%, -2%, -2%, -12, -5%, 1%
> CCCN(CC(=O)Nc1ccccc1OC)C(=O)c1ccc2c(c1)NC(=O)C(C)S2 (centres undefined)
 : 0.0%, -2, -25%, -5%, 0%, 2%, -6, 1%, -4%
> COc1ccc(CNC(=O)C23CC4CC(CC(Br)(C4)C2)C3)cc1
 : -0.7%, -1, -12%, 12%, 1%[57.1 µM], 5%, 5, 1%, -2%
> CCOC(=O)c1ccccc1NC(=O)COC(=O)C(Cc1c[nH]c2ccccc12)NC(C)=O (centres undefined)
 : 1.7%, 0, -9%, 0%, -6%, 3%, -4, -5%, 0%
> Cc1ccc(C)c(N2CCN(C(=O)C3CCC(CNS(=O)(=O)c4cccs4)CC3)CC2)c1 (centres undefined)
 : 0.2%, 7, -21%, -1%, -3%, 1%, -10, 0%, 1%
> Cc1cccc(N2C(=O)c3cccc(Oc4ccc(Cl)cc4)c3C2=O)c1
 : 1.7%, -1, -13%, 9%, 2%, 1%, -1, 2%, 0%
> CC1(C)CC(=O)CC2(C1)NCC(c1ccccc1Cl)c1c2[nH]c2ccccc12 (centres undefined)
 : 5.7%, -2, -20%, 0%, -1%[57.1 µM], -2%, 1, 0%, -5%
> Cc1ccc(C)c(Cn2c(=O)n(CCC(=O)NCc3ccco3)c(=O)c3sccc32)c1
 : 13%, -1, -12%, 7%, 2%, -8%, -3, -6%, -7%
> O=C(COc1ccccc1Cl)Nc1ccc(Cl)cn1
 : 4.5%, 1, -18%, 3%, 6%, 0%, 0, -6%, 1%
> CCc1ccc(C(C)(O)C(CN2CCOCC2)c2ccccc2)cc1 (centres undefined)
 : 2.8%, 5, -22%, -5%, 2%, 0%, -4, -4%, -1%
> CO/N=C\CC(=O)Nc1ccc(Cl)cc1Cl
 : 0.2%, 6, -3%, 0%, 4%, -17%, -3, 6%, ?
> Cc1c(Cl)cccc1NC(=S)NCc1ccccc1Cl
 : 2.1%, 4, -2%, 6%, -10%, 3%, -6, -2%, 0%
> O=C(CCCC(=O)n1cnc2ccccc21)n1cnc2ccccc21
 : 1.7%, -1, -14%, 6%, 0%, 0%, -5, 1%, -2%
> CC(Nc1ccc(Br)cc1)C(=O)NC(=O)NC1CCCCC1 (centres undefined)
 : ., 2, -25%, 1%, ., -21%, -7, -2%, -5%
> COc1ccc(NC(=S)NC2CCCCC2)c(OC)c1
 : 1.2%, -5, -5%, 24%, 0%[57.1 µM], -5%, -9, 9%, 1%
> CCOC(=O)C(C)Sc1nc(N2CCOCC2)c2c(c1C#N)CC(C)(C)OC2 (centres undefined)
 : ., -2, -7%, -4%, -3%[57.1 µM], 5%, -7, -3%, -7%
> Cc1nc2ccc(C(=O)N(C)Cc3ccccc3)cn2c1N(C)C(=O)CCc1ccccc1
 : ., -1, ., ., ., ., -5, -2%, -5%
> COc1ccc(Cl)cc1NC(=O)c1cccc(N2C(=O)C3CC=CCC3C2=O)c1 (centres undefined)
 : -2.0%, 2, -9%, 8%, -6%, 1%, -13, -2%, 2%
> CC(=O)c1ccc(NC(=O)Cn2c(=O)oc3ccccc32)cc1
 : 0.0%, 1, -5%, 1%, 2%, -4%, -4, -2%, -4%
> Cc1cc(OCC(=O)O)c2cccc(C)c2n1
 : 0.8%, -2, -15%, 3%, 18%, -1%, 1, -9%, 0%
> O=C(O)CC1(CC(=O)NCc2ccc(Cl)cc2)CCCCC1
 : 1.2%, 2, -8%, 2%, -3%, -2%, 0, -7%, -2%
> Nc1ncnc2c1ncn2[C@H]1C[C@H](O)[C@@H](CO)O1
 : 8.8%, ?, -21%, -9%, 21%&-1%, -7%, -1&-8, 3%&-1%, 0%&-6%
> CC1CCCCC1=NNC(=O)c1ccccc1 (centres undefined)
 : ., -2, -18%, -6%, ., 2%, -2, 2%, -4%
> COc1ccc(N2CCN(C(=O)c3cnn(-c4ccc(OC)cc4)c3C3CCN(C(=O)OC(C)(C)C)CC3)CC2)cc1
 : 6.6%, 0, -14%, 21%, -2%, 6%, 4, -3%, 0%
> CCC(C)(C)C1CCc2[nH]nc(C(=O)NN)c2C1 (centres undefined)
 : 2.1%, -2, -1%, 13%, 19%[57.1 µM], -29%, -4, -2%, 0%
> CCOc1ccc(-c2c(=O)n(OCc3nc4ccccc4[nH]3)c3ccccc3[n+]2[O-])cc1
 : 5.2%, 5, -6%, -5%, -5%, 2%, -10, ?, -7%
> CC1(C)c2[nH]c3ccccc3c2C[C@H]2C(=O)N(Cc3cccc(F)c3)C(=O)N21
 : ., -1, ., ., -12%, 1%, 0, -7%, -4%
> C=CCNC(=S)N1CCN(c2ccc([N+](=O)[O-])cc2)CC1
 : -2.4%, 1, -2%, 2%, -16%, 0%, -1, -1%, -7%
> Cc1ccc(C2(c3noc(CN(C)Cc4cnn(C)c4)n3)CCCC2)cc1
 : 0.1%, -3, 8%, -3%, -3%, 8%, 2, -2%, 1%
> Cc1nc2ccn(Cc3ccco3)c(=O)c2cc1C(=O)NCc1ccccc1F
 : 0.8%, 0, -7%, 0%, 15%[57.1 µM], -8%, -6, -2%, -15%
> COc1cccc([C@@H]2Oc3ccc(Br)cc3C(=O)[C@H]2OC(=O)NC2CCCC2)c1
 : 1.4%, -2, -32%, -7%[38.3 µM], -4%, 0%, -6, -4%, -7%
> COCCCNC(=O)c1ccc(C(=O)NCCCOC)cc1
 : 0.3%, 8, -15%, -6%, 4%, 0%, -9, 0%, -3%
> O=c1c(S(=O)(=O)c2cccc(Cl)c2)cn(Cc2ccccc2)c2cc(N3CCOCC3)c(F)cc12
 : 3.9%, -1, -14%, -13%, 14%, -4%, -7, -1%, 3%
> O=C(CSCc1cnn(-c2ccccc2)c1-n1cccc1)NCc1ccc2c(c1)OCO2
 : 0.2%, 0, -10%, 1%, -8%, -6%, -2, 0%, -1%
> O=C1OC2C(O)COC23OC(O)CCC13O (centres undefined)
 : ., -5, ., ., ., ., -2, -1%, 1%
> COc1cc(NC(=O)Cn2ccsc2=N)cc(OC)c1
 : 1.5%, -9, -20%, 6%, 3%, 4%, 0, 0%, -2%
> Cc1nnc(NC(=O)C2CCN(S(=O)(=O)c3ccc(F)c(F)c3)CC2)o1
 : ., -1, -22%, -9%, 1%, -11%, 1, -6%, -9%
> Cc1sc(NC(=O)Cc2ccc3c(c2)OCO3)nc1-c1ccc2c(c1)CCN2C(=O)c1cccc(F)c1
 : -2.4%, -1, -3%, 1%, -12%, 7%, -9, -2%, 0%
> COc1ccc(OC)c(-c2nc(C(N)=O)c3[nH]c(=O)n(-c4ccc(F)cc4)c3n2)c1
 : 1.6%, -6, -22%, -1%, -2%, -5%, -2, -2%, 1%
> N#Cc1c(-c2cccs2)cc(-c2ccccn2)nc1N
 : 5.3%, -9, -16%, 0%, 32%[activator][57.1 µM], -1%, 2, ?, -14%
> Cc1ccc(N(C)C(=O)C2CCN(S(=O)(=O)c3c(C)noc3/C=C/c3c(C)cc(C)cc3C)CC2)cc1
 : -3.6%, -3, -34%, 9%, 0%[57.1 µM], 1%, -7, -2%, 6%
> CC1=C(C(=O)N(C)C)CC(CC(=O)NC2CCCC2)C(=O)N1CCC1=CCCCC1 (centres undefined)
 : ., 3, -20%, 4%, ., -4%, -5, -1%, 1%
> Cc1nnc(-c2cccc(C(F)(F)F)c2)nc1N1CCOCC1
 : 5.6%, 3, -8%, 4%, -9%[57.1 µM], 0%, 5, 1%, -6%
> COCCCN(C(=O)Cc1csc(-c2cccc(Cl)c2)n1)c1c(N)n(Cc2ccccc2)c(=O)[nH]c1=O
 : 2.8%, 4, -9%, 3%, 11%, -2%, 5, -3%, -5%

Compound activity deposited in PubChem by National Center for Advancing Translational Sciences (NCATS).
